bovine MsrA act: bovine methionine sulfoxide reductase A activation; activation, % at 10.6 µM; purified bovine MsrA, absorbance read-out; actives 0.3% (n = 360,000); in the data active = activation above about 7.5%;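 also: 0% = vehicle and 100% = reference activator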
DNMT1 block: DNMT1 (human) enzyme inhibition; actives 0.83% (n = 360,000); DNMT1 molecular beacon, Hinp1I cleavage, fluorescence; inhibition (reported as % activation of signal), % at 10 µM; P26358; in the data active = inhibition above about 50%
Scp1 inh: Scp-1 (human) phosphatase inhibition. Q9GZU7. Recombinant Scp1, phosphopeptide, malachite green phosphate absorbance. inhibition, % at 20 µM. actives 0.88% (n = 340,000). AID 493091;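 active = inhibition above about 50% at 20 µM, limit read from the data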;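 also: plate controls were DMSO wells with enzyme for no effect and wells lacking enzyme for full effect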
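Assay system: SCP-1 catalytic fragment, aa 76-261 | Buffer or medium: Tris acetate buffer pH 5.5 with MgCl2 and Tween-20 | Compound: One concentration, 20 µM, with 1.0% DMSO | Also added: Phospho 17-mer peptide substrate | Signal: Absorbance at 630 nm | Incubation: 45 min enzyme reaction at room temperature | Measure: % inhibition of SCP-1 phosphate liberation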
E coli Lon inh: inhibitors of E. coli Lon protease. AID 602123. P0A9M0. actives 0.42% (n = 360,000). purified E. coli Lon protease, fluorescence polarization. inhibition, % at 7.94 µM; in the data active = inhibition above about 13%, passing the limit was not always enough;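 also: 0% = enzyme with probe and DMSO and 100% = no enzyme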
LMPTP inh: LMPTP (human) inhibition | P24666 | inhibition, % at 20 µM | recombinant LMPTP-A, OMFP fluorogenic substrate, fluorescence intensity | actives 0.22% (n = 360,000);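 active = compounds that cut the enzyme signal by at least half of the control window in the single-dose screen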;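 also: plate controls were DMSO wells with enzyme plus substrate for no effect and substrate without enzyme for full effect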
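Test system: LMPTP-A phosphatase enzyme; input: 0.625 nM LMPTP-A final; reagent: OMFP substrate, 400 µM final; compound dosing: 20 µM single dose, 3% DMSO; incubation: 50 min dark incubation at room temperature; measured by: endpoint fluorescence intensity from OMFP dephosphorylation; measure: % inhibition relative to no-enzyme and uninhibited control wells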
MsrA inh: inhibits bovine methionine sulfoxide reductase A | purified bovine MsrA, absorbance read-out | actives 0.75% (n = 360,000) | inhibition, % at 15.5 µM; in the data active = inhibition above about 4.5%;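 also: 0% = vehicle wells with enzyme and 100% = reference inhibitor wells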
SUMO1-SIM PPI: alters human SUMO1 binding to SIM partners; P63165; SUMO1 binding to a labelled peptide, TR-FRET, 1 h; inhibition, % at 20 µM; actives 0.33% (n = 360,000); AID 602429; in the data active = inhibition above about 37%
STEP inh: inhibitors of human striatal-enriched phosphatase STEP; actives 0.25% (n = 360,000); AID 588621; recombinant STEP, OMFP fluorogenic substrate, fluorescence; inhibition, % at 20 µM; P54829;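 active = inhibition at 20 µM, scaled per plate between control wells, above about 37%, limit read from the data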;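 also: 0% = DMSO with enzyme and substrate and 100% = substrate only without enzyme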
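System: isolated STEP enzyme; schedule: 20 min enzyme reaction at room temperature, protected from light; medium: Bis-Tris buffer pH 6.0, 2.5 mM DTT, 0.005% Tween 20; signal: fluorescence, 480/540 nm; dosing: single compound dose of 20 µM, 1% DMSO final; also added: OMFP substrate, 25 µM final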
NRP1-CendR mod: NRP-1/CendR interaction modulation; FAM-RPARPAR peptide binding to NRP-1, fluorescence polarization; actives 0.85% (n = 360,000); inhibition, % at 25 µM; AID 602438;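 active = inhibition or corrected inhibition above about 18%, plus a signal ratio from 0.5 to 1.5, limit read from the data, passing the limit was not always enough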; also: strong numbers were not always called active
Target sequence (O14786 whole entry, looked up): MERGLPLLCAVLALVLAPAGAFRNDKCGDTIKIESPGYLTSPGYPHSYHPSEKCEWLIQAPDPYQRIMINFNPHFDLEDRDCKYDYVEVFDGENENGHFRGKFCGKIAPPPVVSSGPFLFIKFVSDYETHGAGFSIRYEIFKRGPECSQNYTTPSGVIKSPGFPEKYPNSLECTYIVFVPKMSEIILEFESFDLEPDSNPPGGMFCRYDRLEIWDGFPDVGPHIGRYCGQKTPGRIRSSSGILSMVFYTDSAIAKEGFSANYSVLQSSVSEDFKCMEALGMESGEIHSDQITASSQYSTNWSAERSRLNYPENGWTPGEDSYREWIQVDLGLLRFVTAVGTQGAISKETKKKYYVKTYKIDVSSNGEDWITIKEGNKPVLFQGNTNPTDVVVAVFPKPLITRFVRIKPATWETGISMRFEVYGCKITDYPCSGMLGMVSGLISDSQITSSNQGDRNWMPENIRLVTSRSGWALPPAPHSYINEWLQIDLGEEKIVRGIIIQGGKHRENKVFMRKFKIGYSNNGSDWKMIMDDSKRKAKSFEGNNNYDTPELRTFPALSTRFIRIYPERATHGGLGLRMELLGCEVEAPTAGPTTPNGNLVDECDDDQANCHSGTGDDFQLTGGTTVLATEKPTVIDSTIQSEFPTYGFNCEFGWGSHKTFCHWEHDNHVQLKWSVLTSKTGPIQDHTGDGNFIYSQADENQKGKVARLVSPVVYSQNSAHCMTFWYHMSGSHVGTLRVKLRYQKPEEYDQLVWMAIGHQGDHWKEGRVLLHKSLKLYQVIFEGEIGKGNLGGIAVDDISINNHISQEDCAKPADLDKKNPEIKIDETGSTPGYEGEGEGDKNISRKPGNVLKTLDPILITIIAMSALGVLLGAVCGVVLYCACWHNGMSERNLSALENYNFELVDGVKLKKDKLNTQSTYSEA
Tb MetRS inh: blocks T. brucei methionyl-tRNA synthetase activity | purified T. brucei MetRS, ATP depletion, Kinase-Glo luminescence | inhibition, % at 11.9 µM | actives 0.4% (n = 360,000);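 active = inhibition above a per-plate cutoff of the control wells' mean inhibition plus 3 SD, cut at about 5.5% in these data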;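 also: 0% = DMSO wells median and 100% = median of wells with control inhibitor compound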
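Dosing: 11.9 µM single point; system: parasite MetRS enzyme; technique: luminescence of leftover ATP; times: 15 min enzyme-compound preincubation, 2 h reaction, 10 min detection, 25 °C; replicates: each compound tested once; read-out basis: percent inhibition relative to median high and low control wells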
Active calls of the source: *; nt = no result given.

Molecule,bovine MsrA act,DNMT1 block,Scp1 inh,E coli Lon inh,LMPTP inh,MsrA inh,SUMO1-SIM PPI,STEP inh,NRP1-CendR mod,Tb MetRS inh
COC(=O)C1=C(C)OC(N)=C(C#N)C1c1ccccc1 (centres undefined),3,3,2,-2,-2.0,0.0,1,2,6,-0.2
CCCn1c(N)c(C(=O)COC(=O)c2c(C)noc2C)c(=O)n(C)c1=O,-4,1,-9,0,-1.3,-0.8,3,2,-8,-1.3
O=C(CSc1nc2ccccc2c(=O)n1Cc1ccco1)N1CCCCCC1,-3,1,-2,8,-0.6,0.3,-2,8,-6,-0.6
COCCCNC(=O)[C@H]1N2C(=O)c3ccccc3C2SC1(C)C (some centres undefined),-3,-1,-9,1,-0.5,0.1,0,1,7,0.1
O=C(C[n+]1ccccc1)N/N=C/c1cccs1,-5,2,-4,4,-2.6,1.0,-6,-1,5,-0.6
Cc1cc(NC(=O)COc2cccc(Oc3ccccc3)c2)no1,-8,-2,-3,5,-0.3,0.2,1,1,7,-0.9
Clc1ccc(-c2nc(CSc3ccccn3)cs2)cc1,2,-4,nt,-11,1.9,-0.5,-3,0,1,0.2
CCOC(=O)N1CCN(c2c(NCc3ccccc3OC)c(=O)c2=O)CC1,-11,-1,0,-11,-1.3,-0.4,3,-2,-11,-1.2
Cc1cc(Br)ccc1NC(=O)CNC(=O)CN1C(=O)NC2(CCCCCC2)C1=O,-4,-1,10,-2,-1.7,-0.9,0,-1,-3,-0.8
Cc1ccc(C)c(NC(=O)COC(=O)CNC(=O)C2CCCCC2)c1,-3,5,-10,-17,-2.0,0.8,1,-1,-6,0.5
COc1ccccc1CN(C)CC(=O)NC1CCCc2ccccc21 (centres undefined),1,3,-6,-1,-0.4,0.3,-3,-1,9,0.0
C[C@H](CO)N1C[C@H](C)[C@H](CN(C)C(=O)c2cc(-c3ccccc3)on2)OCc2cnnn2CCCC1=O,0,0,nt,-3,-1.3,-0.4,4,0,8,-1.0
O=C(NCc1ccccc1)NC(=O)c1ccccc1F,-1,-2,-2,-12,-1.3,0.0,15,-1,-3,-0.1
CC(NC(=O)CCCC1CCCCC1)c1ccc(S(N)(=O)=O)cc1 (centres undefined),-2,1,-6,-9,-1.6,-1.2,6,0,12,-0.5
COc1ccc(Br)c(C(=O)Nc2cccc(Cl)c2Cl)c1,-3,-5,-8,17,0.9,-0.6,-2,2,8,-0.2
O=C(NCc1cccc(C(F)(F)F)c1)C1C(=O)Nc2ccccc2C(=O)N1Cc1ccccc1 (centres undefined),nt,nt,nt,nt,-2.9,-0.6,-4,nt,2,-1.3
CC(NC(=O)NC1CCCCC1)c1ccccc1 (centres undefined),-4,-1,-2,-3,-1.4,-0.7,-1,-4,-8,0.2
CN1C(=O)/C(=C/c2ccc(OCc3ccc(C(=O)O)cc3)c(Cl)c2)NC1=S,-1,-1,-2,3,2.3,1.3,-10,6,-20,-0.3
CCOC(=O)N1CCC(N2C(=O)c3ccccc3C2Nc2cc(C)cc(C)c2)CC1 (centres undefined),-7,-1,4,-11,-0.8,-0.6,1,1,1,-1.2
CC(=O)c1nc(-c2ccccc2)sc1C,-3,1,-8,9,0.6,1.6,-18,-1,4,1.0
C/C(=N\NC(=S)Nc1ccc(C)c(C)c1)c1ccc(N2CCOCC2)cc1,-2,-8,-2,-7,0.9,2.8,-2,-2,-4,-0.5
C/C(=N/NC(=O)CCc1c(C)n[nH]c1C)c1cccc([N+](=O)[O-])c1,-2,-5,-8,5,-1.4,0.0,-26,0,14,0.5
CC(=O)Nc1ccc(S(=O)(=O)CC(=O)CS(=O)(=O)c2ccc(NC(C)=O)cc2)cc1,-12,19,nt,-22,-0.5,1.3,9,-3,-17,-0.2
CC(C)CC(=O)/C=C/n1c(=S)oc2ccccc21,-4,34,-24,7,0.2,-1.4,-1,0,6,-0.4

Single records (already shown). Values in the order: bovine MsrA act	DNMT1 block	Scp1 inh	E coli Lon inh	LMPTP inh	MsrA inh	SUMO1-SIM PPI	STEP inh	NRP1-CendR mod	Tb MetRS inh
Cc1cc(NC(=O)COc2cccc(Oc3ccccc3)c2)no1 as listed: -8	-2	-3	5	-0.3	0.2	1	1	7	-0.9
O=C(NCc1cccc(C(F)(F)F)c1)C1C(=O)Nc2ccccc2C(=O)N1Cc1ccccc1 (centres undefined) as listed: nt	nt	nt	nt	-2.9	-0.6	-4	nt	2	-1.3
CC(=O)c1nc(-c2ccccc2)sc1C as listed: -3	1	-8	9	0.6	1.6	-18	-1	4	1.0

(further entries)
Molecule,bovine MsrA act,DNMT1 block,Scp1 inh,E coli Lon inh,LMPTP inh,MsrA inh,SUMO1-SIM PPI,STEP inh,NRP1-CendR mod,Tb MetRS inh
N=c1c(C(=O)NCc2ccc(F)cc2)cc2c(=O)n3ccccc3nc2n1CC1CCCO1 (centres undefined),-10,3,8,-21,1.9,-0.2,-14,-6,-38,-0.3
O=C(C1CCN(S(=O)(=O)c2cccc3nonc23)CC1)N1CCCCC1,-2,0,-1,4,-0.8,0.5,-32,11,0,0.2
CNC(C)C#Cc1ccc2c(=O)c3cc(C)c(C)cc3oc2c1 (centres undefined),-4,6,7,-24,0.9,-0.3,-8,-1,-28,-0.3
O=C(CN1C(=O)c2ccccc2C1=O)Nc1ccccc1,-1,-1,-10,-3,-0.4,-0.9,6,0,12,0.7
O=C1NCCCC1C(=O)N1CCN(C(=O)c2ccco2)CC1 (centres undefined),-7,0,-4,-7,-0.3,-0.1,1,3,0,-0.7
COc1ccc2[nH]c(CN3CCN(CC(C)C)C(CCO)C3)c(C)c2c1 (centres undefined),-2,-2,3,-8,1.3,0.7,-3,1,1,-0.8
CC(C)C1C(=O)N(Cc2cn(CCC3OCCCO3)nn2)CCS(=O)(=O)N1Cc1ccc(-c2cccc(CO)c2)cc1 (centres undefined),0,-5,nt,-1,-1.0,-1.2,3,-1,-5,-1.7
Cc1ccc(NC(=O)CN2C(=O)N/C(=C/c3ccccc3OCc3cccc(C(=O)O)c3)C2=O)cc1,-4,3,25,3,0.8,4.7*,-17,0,-43,0.6
COc1ccc(C(C)=O)cc1CN1C(=O)NC2(CCCC2)C1=O,-4,-1,4,5,0.3,0.5,1,1,2,-0.3
CN(C)CCOC1c2ccccc2-c2ccccc21,3,0,-7,-14,-0.9,-1.6,3,-1,-10,-0.5
CC1(C(=O)NS(=O)(=O)Cc2ccccc2)CCN1C(=O)C/C=C/c1ccccc1 (centres undefined),-2,1,nt,1,-1.0,-1.9,2,0,4,-0.3
CC(=O)c1ccc(NC(=O)CCCCCn2nnc3ccccc3c2=O)cc1,-1,-1,-4,-3,1.3,-0.6,-1,2,4,-0.5
CN(C)CCCN(C(=O)c1ccc(S(=O)(=O)N2CCCCCC2)cc1)c1nc2ccc(F)cc2s1,-4,3,0,-11,-0.6,0.1,4,1,-2,-0.4
Cc1nnc(NC(=O)CSc2nnc(CC(=O)Nc3ccccc3F)n2C)s1,-5,1,-4,14,-2.0,-1.7,1,0,3,-0.5
CCN(C(=O)COC(=O)/C=C/c1c(C)nn(-c2ccccc2)c1C)C1CCS(=O)(=O)C1 (centres undefined),-5,1,-8,-3,-1.6,1.4,-1,-1,1,0.0
O=C1N(c2cccc(Cl)c2)C(c2ccc(Cl)cc2)N2CCCN12 (centres undefined),-2,-2,-7,3,-0.2,-0.2,-3,2,-6,0.2
CCOC(=O)c1c(N)sc(C(=O)N2CCCC2)c1C,-4,-2,5,12,-3.1,0.9,-2,4,2,-0.5
O=C(CNC(=O)c1cccs1)NCCc1ccco1,-2,12,16,-3,-1.7,0.7,1,4,-10,-0.3
Cc1nc(N2CCCCCC2)c2ccccc2n1,-8,1,1,-3,13,1.6,1,-2,-4,-0.9
S=c1[nH]nc(-c2ccco2)n1/N=C/C=C/c1ccco1,3,83*,5,-6,2.1,1.2,14,5,-33,-0.1
CCC(=O)c1ccc(OCC(=O)OCC(=O)NC2CCCC2)cc1,-8,1,-3,12,1.7,0.2,0,-1,14,-0.3
Cc1nn(C(C)C(=O)N2CCCCC2)c(=O)c2c1sc1ccccc12 (centres undefined),-1,0,0,-5,-0.8,1.7,-1,0,-4,-0.3
COC(=O)c1ccccc1NC(=O)c1cc(-c2ccc(C)cc2)on1,-13,17,2,-1,-1.6,nt,1,-4,17,-1.4
COc1ccc(C)cc1S(=O)(=O)N1CCN(S(=O)(=O)c2cc(C)ccc2OC)CC1,-3,-6,-4,2,0.3,0.4,2,-2,10,0.6
COc1ccc(OC)c(S(=O)(=O)Nc2ccc3c(c2)N(C(C)=O)CCC3)c1,-1,-2,2,14,0.2,1.5,0,0,-2,-0.4
COc1ccc(-c2[nH]ncc2CN2CCN(C(=O)c3ccco3)CC2)cc1F,-4,0,1,0,0.0,0.5,2,-3,0,-1.2
Cc1ccccc1C(=O)NC1CCN(Cc2ccccc2)CC1,-3,0,-7,-5,-1.2,0.2,0,0,-9,-0.1
C[C@@H]1CN([C@@H](C)CO)C(=O)c2cc(Br)cnc2O[C@@H]1CN(C)C(=O)CN(C)C,-7,9,nt,-3,-0.6,1.6,2,-5,-1,-1.6
O=C(CSc1ccccc1)Nc1ccc(Cl)c(S(=O)(=O)N2CCOCC2)c1,-5,-5,-10,11,1.3,0.0,6,-2,5,-0.1

Screens (PubChem)
